Bioassay records as filed in PubChem BioAssay.
RmlCD inh mix – RmlC/RmlD inhibition, mixture screen; RmlC/RmlD coupled enzyme inhibition, 384-well mixture HTS; inhibition, % at 5.5 µM; 110,000 tested, 0.39% active; AID 1532; in the data active means inhibition above about 30%, passing the limit was not always enough; further: strong numbers were not always called active
RT RNaseH block – inhibitors of HIV-1 reverse transcriptase RNase H. 65,000 tested, 1.9% active. RT-RNase H RNA/DNA duplex cleavage, fluorescence. inhibition, % at 10 µM. P04585; in the data active means inhibition above about 50%
Starred values were filed as active, the others as inactive; / = not tested or not shown. Some of the compounds tested; the hit share may differ from the screen's.

Molecule,RmlCD inh mix,RT RNaseH block
Cc1ccc(NCc2ccccc2O)cc1,-4,/
CCOc1ccc(NC(=O)Nc2cccs2)cc1,5,/
CCN(CC)CCCN1C(=O)C(O)=C(C(=O)c2ccco2)C1c1ccc(OC(C)C)cc1 (stereo unspecified),6,-3
CCOC(=O)N1CCN(C(=O)CCSc2ccc(C)cc2)CC1,9,-14
CCC(=O)N1CCN(c2ccc(NC(=S)NC(=O)c3cccc([N+](=O)[O-])c3)cc2)CC1,-7,/
CC1CCCCN1C(=O)CSc1nc(-c2ccccc2)cc(=O)[nH]1 (stereo unspecified),-11,-7
CCN(CC)S(=O)(=O)c1ccc(S(=O)(=O)N2CCN(C(=O)c3ccco3)CC2)cc1,8,/
Cn1c(SCc2ccccn2)nnc1-c1cnccn1,1,-39
O=C(CCNS(=O)(=O)c1ccc(Cl)cc1)NCc1cccnc1,6,-7
CCc1nn(C(C)C(=O)NCCc2ccc(OC)c(OC)c2)c(=O)c2cc3occc3n12 (stereo unspecified),-6,-8
O=C(c1cc(S(=O)(=O)N2CCOCC2)c(Cl)cc1Cl)N1CCCCC1,-14,-26
Cc1cc(C)nc(N2CCC(C(=O)NCc3cccs3)CC2)n1,2,-9
CSc1nnc(Cc2cc(=O)[nH]c(=O)[nH]2)n1-c1cc(C)ccc1C,-2,-10
CC(=O)Nc1cc(S(=O)(=O)Nc2cccc(C)c2)c(C)cc1C,0,/
O=C(NCCF)[C@H]1C[C@@H]1[C@H](NP(=O)(c1ccccc1)c1ccccc1)c1ccccc1,-10,/
Cc1cccc(C(C)Nc2ccc([N+](=O)[O-])cn2)c1 (stereo unspecified),-9,/
COC(=O)c1ccc(NC(=O)CN2CCN(c3cccc(Cl)c3)CC2)cc1,-10,31
CCOC(=O)C1(c2nc(N)cs2)COC(=O)C1 (stereo unspecified),7,28
COCc1c(CN)cnc(C)c1N,4,-7
CCC(Cc1ccccc1)NC(=O)C1CCN(S(=O)(=O)c2c(C)noc2C)CC1 (stereo unspecified),2,/
CCOC(=O)CN(C(=O)c1ccccc1)c1ccccc1C,-7,-9
Fc1ccc(CNc2nc3ccccc3n3nnnc23)cc1,-7,/
CCOC(=O)CNC(=O)CSc1nnc(-c2ccccc2)n1Cc1ccco1,-37,-7
c1ccc2c(Cn3nnc4ccccc43)cccc2c1,-12,-93
CC1Cc2ccccc2N1C(=O)CSc1nc2c(c(=O)n(C)c(=O)n2C)n1Cc1ccccc1 (stereo unspecified),13,-9

Molecule,RmlCD inh mix,RT RNaseH block
CC1=C/C(=C/N(C)c2ccccc2)C(=O)S1,-5,38
COc1ccc(S(=O)(=O)Cc2ccc(C(=O)N3CCN(c4cccc(C)c4)C(C)C3)o2)cc1 (stereo unspecified),12,-13
COCCNC(=O)Cn1cc2c(n1)CCCCC2,-13,-9
O=S(=O)(/C=C/c1ccccc1)Nc1ccc2c(c1)OCO2,41,-14
CCCn1c(SCC(=O)NC(=O)Nc2ccc(C)cc2C)n[nH]c1=O,-5,0
CSc1cccc(NC(=O)C(C)NS(=O)(=O)c2ccc(F)cc2)c1 (stereo unspecified),-8,/
COc1ccc(OC)c(C2=NOC(C(=O)N3CCN(c4ccccc4)CC3)C2)c1 (stereo unspecified),0,/
O=C(NCc1ccccc1)c1ccc(Oc2ccc(C(=O)NCc3ccccc3)cc2)cc1,-11,/
c1ccc(-c2nnc3n2CCCC3)cc1,4,/
c1ccc2c(c1)oc1c(NCCCn3ccnc3)ncnc12,14,-9
CCOC(=O)Cc1c(C)nc2c(-c3ccccc3OC)c(C)nn2c1C,5,/
Cc1cccc(NC(=S)/N=C(\N)Nc2nc(C)c3ccc(C)cc3n2)c1,-6,/
CCc1ccccc1NC(=S)NCc1ccc2c(c1)OCO2,-3,/
NC(CSC12CC3CC(CC(C3)C1)C2)C(=O)O (stereo unspecified),-5,-8
CCOC(=O)C1CCCN(C(=O)c2cn(CC(C)C)c(=O)c3cc(OC)c(OC)cc23)C1 (stereo unspecified),9,/
O=C(c1cn(-c2ccccc2)nc1-c1ccncc1)n1nnc2ccccc21,-2,14
CCN1c2ccccc2-c2nc3ccccc3n2C1c1ccncc1 (stereo unspecified),12,14
CCn1cc(C2=NC(C)CO2)c2ccccc21 (stereo unspecified),-14,/
CC1(C)CC(C)(c2ccc(O)cc2O)N(c2cccc(Cl)c2)C(=S)N1 (stereo unspecified),0,/
COC(=O)c1ccc(CS(=O)(=O)c2ccc(C)cc2)cc1,8,/
O=C(NCC1CCCO1)C1CCC(N2C(=O)c3ccccc3C2=O)CC1 (stereo unspecified),-8,-8
CCOC(=O)c1ccc(NC(=O)Nc2ccc(OC)c(OC)c2)cc1,-4,5
CCC(=O)Nc1ccc2oc(-c3cccc(C)c3)nc2c1,24,-12
O=S(=O)(/N=C(/Sc1ccccc1)c1ccccc1)c1ccccc1,-9,/
Cc1nnc(NC(=O)Cn2c(=O)sc3ccccc32)s1,-4,/

Molecule,RmlCD inh mix,RT RNaseH block
Cn1c(SCC(N)=O)nnc1C1CCN(S(=O)(=O)c2ccccc2C(F)(F)F)CC1,4,-1
Cc1nnc(N2C(=O)c3oc4ccccc4c(=O)c3C2c2ccco2)s1 (stereo unspecified),8,3
O=C(C1CC1)N1CCN=C1SCc1ccc(F)cc1,-17,-4
COc1ccc(CCN(C)Cc2ccncc2)cc1OC,-2,-4
Cc1ccccc1C(=O)NNC(=O)C1CCCN(c2ncccn2)C1 (stereo unspecified),10,/
Cc1c(C=O)c2ccccc2n1CC(=O)N1CCc2ccccc2C1,-15,/
CC(C)CCNC(=O)C(c1ccco1)N(Cc1ccccc1)C(=O)c1snc(C(N)=O)c1N (stereo unspecified),-4,5
CCOC(=O)c1sc(NC(=O)CSc2nnc(C)s2)c(C(=O)OCC)c1C,1,-10
CCOC(=O)N1CCC(NC(=O)CCc2nc(-c3ccccc3F)no2)CC1,5,1
COc1ccc(CCNC(=O)c2c(-c3ccccc3Cl)noc2C)cc1,4,/
NC(=O)c1ccccc1NC(=O)/C=C/c1c(Cl)cccc1Cl,-5,/
CCCN1CCN(C(=O)Cn2cccc2C(=O)c2ccccc2)CC1,-8,-6
COC(=O)C(Cc1ccc(O)cc1)NC(=O)c1ccccc1OC (stereo unspecified),9,0
COc1ccc(OCC(=O)Nc2cccc3ncccc23)cc1,-14,-10
O=[N+]1C2=C(CCCC2)N([O-])C12CCCC2,-6,4
CCC(Sc1nnnn1C)C(=O)Nc1ccc(C(C)=O)cc1 (stereo unspecified),0,0
Cc1cc(C)c2nc(N3CCC(C(=O)NCCCN4CCCCC4)CC3)sc2c1,-12,/
C/C=C/c1ccc(OCCCCn2cncn2)c(OC)c1,7,-12
O=C(Nc1ccc(N2CCOCC2)c(C(=O)O)c1)c1ccco1,-12,/
COC(=O)c1ccccc1NC(=O)c1cc2sccc2n1C,-28,-15
O=C(Cn1cc(C(F)(F)F)ccc1=O)N1CCN(S(=O)(=O)c2ccc(Cl)cc2)CC1,-8,-8
Cc1ccc(/C=N/NC(=O)c2sccc2OCc2ccc(F)cc2)cc1,14,/
CCCCN(C)C(=O)c1ccc(S(=O)(=O)N2CCOCC2)cc1,-16,/
Cc1oc(-c2cccc(Cl)c2)nc1CN1CCC(C(=O)N2CCN(c3ccccc3F)CC2)CC1,/,8
CCN(CC)CCCNC(=O)C1c2ccccc2Oc2ccccc21,-7,0

Molecule,RmlCD inh mix,RT RNaseH block
O=C(Nc1ccccc1)N1CCC(n2c(=O)[nH]c3ccccc32)CC1,173,/
O=C(NCC(=O)N(Cc1cccs1)C(C(=O)NC1CCCCC1)c1ccncc1)c1ccco1 (stereo unspecified),8,/
CN1/C(=C\C(=O)c2ccco2)c2ccccc2CC1(C)C,-10,-2
OCC1CCCN1C(=S)Nc1ccccc1 (stereo unspecified),-8,/
O=C(NC1CC2CCC1C2)C1CCN(S(=O)(=O)c2ccc(-c3nn[nH]n3)cc2)CC1 (stereo unspecified),-9,-7
Cc1nc(-c2cccnc2)sc1C(=O)Nc1cccc(C(F)(F)F)c1,8,/
CC(C)CCn1nnnc1C(c1ccc(F)cc1)N1CCC(C(N)=O)CC1 (stereo unspecified),17,-3
CC1CCN(CCCNC(=O)COc2cc(=O)n(C)c3ccccc23)CC1,-3,-4
CCCCC1=CC2=CC(=O)C(C)(OC(=O)c3ccc(Cl)nc3)C(=O)C2=CO1 (stereo unspecified),12,/
COc1ccc(/C=C/C(=O)c2cc(F)ccc2OC(=O)c2ccccc2)cc1OC,5,/
CC1(C)CC(=O)C2=C(C1)N(Cc1cccnc1)C(=O)C2(NC(=O)c1ccc(F)cc1)C(F)(F)F (stereo unspecified),-11,/
COc1ccc(OC)c(C2C(C(=O)Nc3nc4ccccc4s3)=C(C)NC3=C2C(=O)CCC3)c1 (stereo unspecified),-5,/
COc1ccc(Br)cc1C(=O)Nc1ccccc1-c1ccccc1,-6,/
CCCn1c(=O)c(C(=O)Nc2ccncc2)c(O)c2ccccc21,/,-9
COc1ccc(N2CCN(C(=O)CCCOc3cc(=O)n(C)c4ccccc34)CC2)cc1,-10,-1
O=C(CCCCCn1c(=S)[nH]c2ccccc2c1=O)NCc1ccc2c(c1)OCO2,7,/
Cc1ccc(CN2CCN(c3ccccn3)CC2)s1,0,/
CC(=O)Oc1ccc(N(C(C)=O)S(=O)(=O)c2cccs2)cc1,-6,-5
O=C(CN1C(=O)C2CCc3[nH]c4ccccc4c3C2C1=O)N1CCCC1 (stereo unspecified),5,-3
Cc1cc(=O)n2c3c(sc2n1)C(=O)N(Cc1ccccc1)C3=O,6,38
CCC1CCCCN1S(=O)(=O)c1ccc(S(=O)(=O)N(Cc2cccs2)C2CC2)cc1 (stereo unspecified),12,-3
COc1ccc(-c2nc3c(Br)c(N)c(Br)cc3o2)cc1,/,20
COc1ccccc1CC(=O)NCc1ccc2c(c1)OCO2,-14,-11
COc1ccccc1OCCNC(=O)c1ccc(S(=O)(=O)N(C)C)cc1,-9,-5
COC(C)(C)c1cc(C(C)(C)C)nc(N)n1,10,7

Of the compounds above, these have bromine:
Molecule,RmlCD inh mix,RT RNaseH block
COc1ccc(Br)cc1C(=O)Nc1ccccc1-c1ccccc1,-6,/
COc1ccc(-c2nc3c(Br)c(N)c(Br)cc3o2)cc1,/,20

Record cards (already shown). Values in the order: RmlCD inh mix, RT RNaseH block
Shown for OCC1CCCN1C(=S)Nc1ccccc1 (stereo unspecified) → -8, /
Shown for CN1/C(=C\C(=O)c2ccco2)c2ccccc2CC1(C)C → -10, -2
Shown for O=C(CCCCCn1c(=S)[nH]c2ccccc2c1=O)NCc1ccc2c(c1)OCO2 → 7, /

Next section.
Molecule,RmlCD inh mix,RT RNaseH block
Clc1ccc2nc(CN3CCCCC3)cn2c1,12,-2
COc1ccc(CCNC(=O)CN(C)S(=O)(=O)c2ccc3c(c2)CCC(=O)N3)cc1OC,7,/
CN(Cc1nc(-c2cccnc2)no1)S(=O)(=O)c1ccc(Br)cc1,13,-15
COc1ccc(CNC(=O)c2c(O)c3ccccc3n(C)c2=O)cc1OC,5,-25
CCOc1ccc2cc(S(=O)(=O)N3CCN(C)CC3)ccc2c1,/,-7
O=C(CN(C(=O)CCC(=O)Nc1nccs1)c1cccc(F)c1)NCC1CCCO1 (stereo unspecified),6,-3
CN(Cc1ccccc1)C1CC(=O)N(c2ccc(C(=O)O)cc2)C1=O (stereo unspecified),4,77*
CCCCOc1ccccc1C(=O)NCCCCCC(=O)O,/,-11
Cc1cc(NC(=O)CN2CCCCCCC2)no1,5,0
O=C(Nc1ccc(Cl)cc1)OCc1ccccn1,3,/
CC(NC(=O)Cn1c(=O)oc2cc(S(=O)(=O)N3CCCC3)ccc21)c1ccccc1 (stereo unspecified),7,/
S=c1[nH]nc(-c2ccncc2)n1Cc1ccccc1,4,1
O=C(CCCOc1ccc(Cl)cc1)N1CCCCCC1,7,-19
NC1=NC(=Nc2ccccc2)c2ccccc21,-8,2
COc1nc(NCCC2=CCCCC2)nc(OC)n1,-7,-29
O=C(O)C1C2C=CC(C2)C1C(=O)NCc1ccc2c(c1)OCO2 (stereo unspecified),-76,2
O=C(O)C1CC=CCC1C(=O)Nc1ccc2c(c1)OCCO2 (stereo unspecified),0,/
Fc1ccc(Cn2nnnc2C(c2cccs2)N2CCCCCC2)cc1 (stereo unspecified),/,-7
O=C(NC1CCS(=O)(=O)C1)c1ccc(-c2ccc(Br)cc2)o1 (stereo unspecified),/,-19
Cn1ccnc1SCC(=O)Nc1sccc1C#N,-16,0
CCCn1c(SCC(=O)Nc2nccs2)nnc1-c1cccnc1,-14,-1

3 entries from above, ordered by molecular weight, low to high:
Molecule,RmlCD inh mix,RT RNaseH block
O=C(CCCOc1ccc(Cl)cc1)N1CCCCCC1,7,-19
O=C(O)C1C2C=CC(C2)C1C(=O)NCc1ccc2c(c1)OCO2 (stereo unspecified),-76,2
CCCn1c(SCC(=O)Nc2nccs2)nnc1-c1cccnc1,-14,-1
